Source: PubChem BioAssay (Sanford-Burnham Center for Chemical Genomics)
Mdm2-MdmX inh = inhibitors of human Mdm2/MdmX interaction; O15151+Q00987; SaOS-2 split-luciferase Mdm2/MdmX complementation, luminescence; inhibition, % at 8 µM; 3% of 330,000 active;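 active = inhibition of at least 50% at 8 µM in the primary screen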
APJ agonist = activates the human apelin receptor APJ; P35414; CHO-K1 APJ PathHunter beta-arrestin, luminescence; 0% DMSO wells, 100% apelin; activation, % at 20 µM; 0.11% of 330,000 active;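 active = activation more than six SD over the plate average, tested at 20 µM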;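 also: 0% = DMSO alone and 100% = apelin-13 at 10 nM; some results filed as inactive read as strong as hits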
Target sequence (P35414 whole entry, looked up): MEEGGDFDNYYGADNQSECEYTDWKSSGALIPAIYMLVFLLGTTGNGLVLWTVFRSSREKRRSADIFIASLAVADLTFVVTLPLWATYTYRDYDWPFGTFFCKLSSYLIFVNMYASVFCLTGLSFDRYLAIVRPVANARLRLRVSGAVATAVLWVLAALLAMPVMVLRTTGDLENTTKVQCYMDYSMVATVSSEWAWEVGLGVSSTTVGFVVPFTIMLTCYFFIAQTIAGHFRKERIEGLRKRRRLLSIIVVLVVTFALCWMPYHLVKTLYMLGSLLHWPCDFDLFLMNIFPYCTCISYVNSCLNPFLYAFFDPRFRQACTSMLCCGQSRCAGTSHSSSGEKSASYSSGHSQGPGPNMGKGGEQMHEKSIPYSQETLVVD
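Test system: CHO-K1 APJ beta-arrestin complementation cell line. Amount: cell density 1000 per well. Controls: DMSO negative, 10 nM Apelin-13 positive. Signal: luminescent beta-gal fragment complementation, chemiluminescent substrate. Read-out basis: agonist-driven arrestin binding to APJ. Timing: compound stimulation 90 min at 25 °C, detection 60 min.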
EBI2 antag = antagonists of human EBI2 receptor; P32249; EBI2 beta-arrestin recruitment, luminescence, 7a,25-OHC stimulated; inhibition, % at 5 µM; 0.81% of 360,000 active; AID 651636; in the data active = inhibition above about 38%;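 also: enzyme fragment complementation signal reports receptor beta-arrestin coupling in cells; 0% = agonist plus DMSO wells and 100% = wells without agonist; some results beyond the cut were filed as inactive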
Target sequence (P32249 whole entry, looked up, the tested form may be a part): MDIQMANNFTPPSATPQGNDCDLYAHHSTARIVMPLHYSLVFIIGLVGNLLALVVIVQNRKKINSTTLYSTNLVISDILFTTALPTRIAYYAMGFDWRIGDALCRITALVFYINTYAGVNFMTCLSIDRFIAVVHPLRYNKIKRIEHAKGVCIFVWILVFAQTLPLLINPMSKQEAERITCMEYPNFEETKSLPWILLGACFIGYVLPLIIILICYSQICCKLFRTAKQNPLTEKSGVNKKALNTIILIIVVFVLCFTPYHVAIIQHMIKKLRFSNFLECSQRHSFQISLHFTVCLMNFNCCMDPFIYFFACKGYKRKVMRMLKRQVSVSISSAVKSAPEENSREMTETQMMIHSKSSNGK
UPR CHOP act = activators of apoptotic arm of unfolded protein response (CHOP). 0.34% of 330,000 active. AID 449763. activation, % at 10 µM. CHO-CHOP luciferase reporter, UPR activation, luminescence; percent of tunicamycin response over DMSO baseline;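 active = at 10 µM dose, activation of 40% or more, normalized to positive control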;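 also: 100% = tunicamycin at 10 µg/mL and 0% = DMSO alone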
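Assay system: CHO cells with stable CHOP pathway luciferase reporter; Buffer or medium: F12 plus 10% serum; Times: 16-18 h cell attachment, then 6 h compound exposure, 37 °C; Signal: luciferase luminescence; Read-out basis: percent activation relative to tunicamycin control; Control set: tunicamycin high control, DMSO low control.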
CXCR6 inh = inhibitors of human CXCR6 receptor | CHO-K1 PathHunter CXCR6 beta-arrestin, luminescence | O00574 | inhibition, % at 20 µM | 0.36% of 360,000 active; in the data active = inhibition above about 34%, passing the limit was not always enough;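 also: antagonist mode with CXCL16 agonist at 10 nM final; 0% = 10 nM CXCL16 with DMSO and 100% = unstimulated wells without agonist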
Target sequence (O00574 whole entry, looked up): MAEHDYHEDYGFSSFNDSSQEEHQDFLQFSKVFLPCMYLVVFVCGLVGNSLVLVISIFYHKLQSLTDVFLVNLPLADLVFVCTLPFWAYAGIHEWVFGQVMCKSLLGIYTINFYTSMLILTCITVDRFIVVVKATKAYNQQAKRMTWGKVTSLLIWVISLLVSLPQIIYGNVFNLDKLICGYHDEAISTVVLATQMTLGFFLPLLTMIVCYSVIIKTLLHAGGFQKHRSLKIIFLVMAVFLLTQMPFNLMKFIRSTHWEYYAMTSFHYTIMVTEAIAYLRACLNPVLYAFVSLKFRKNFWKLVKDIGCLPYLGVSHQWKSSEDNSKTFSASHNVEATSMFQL
APJ antagonist = blocks the human apelin receptor APJ. P35414. CHO-K1 APJ beta-arrestin complementation, luminescence. inhibition, % at 20 µM. 0.32% of 330,000 active. AID 2521;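 active = inhibition above about 40% at 20 µM, limit read from the data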;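 also: cells challenged with 10 nM apelin-13 agonist together with compound; plate controls were apelin-13 plus DMSO wells for no effect and DMSO wells lacking apelin-13 for full effect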
XBP1 UPR activ = activators of adaptive arm of unfolded protein response (XBP1); activation, % at 20 µM; 0.33% of 330,000 active; AID 463104; CHO-XBP1 luciferase reporter, IRE1-XBP1 UPR activation, luminescence; percent of tunicamycin response, DMSO as zero;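 active = versus positive control, 20 µM dose yields 30% or more activation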;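 also: 100% = tunicamycin at 10 µg/mL and 0% = DMSO only wells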
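Material – CHO cell line with stable XBP1 luciferase reporter · Buffer or medium – F12 plus 10% FBS · Compound – single point, 20 µM final compound, 1% DMSO · Schedule – 16-18 h cell attachment at 37 °C, then 6 h compound exposure · Signal – Steady-Glo luminescence read · Benchmarks – high control tunicamycin 10 µg/mL final, low control DMSO vehicle only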
tim23-1 inh = inhibits growth of tim23-1 mutant yeast; S. cerevisiae tim23-1 growth, BacTiter-Glo luminescence, 24 h; inhibition, % at 20 µM; 1.3% of 330,000 active;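 active = growth inhibition of the mutant yeast at or above 50%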;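 also: temperature-sensitive mutant grown at 25 °C; plate controls were DMSO-treated mutant yeast for no effect and medium wells lacking yeast for full effect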
CCR6 antag = antagonists of human CCR6 receptor. inhibition, % at 20 µM. AID 493098. CHO-K1 CCR6 PathHunter beta-arrestin, luminescence, CCL20-stimulated. 0.49% of 340,000 active. P51684;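 active = compounds whose inhibition of the agonist-driven luminescence signal at 20 µM reaches about 50%, limit read from the data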;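 also: cells stimulated with CCL20 at 14 nM final; plate controls were DMSO with CCL20 for no effect and DMSO without agonist for full effect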
An asterisk follows results filed as active. A portion of the library; count on the stated rates, not on these rows.

Values run as follows: Mdm2-MdmX inh | APJ agonist | EBI2 antag | UPR CHOP act | CXCR6 inh | APJ antagonist | XBP1 UPR activ | tim23-1 inh | CCR6 antag
Cc1ccc2[nH]c(CSc3ccccc3)cc(=O)c2c1
 : 17 | 0 | 4 | 4.6 | -14 | -4 | 1 | 12 | -5
COC(=O)c1cn(-c2cccc(C)n2)cn1
 : 6 | -3 | 3 | 1.5 | -2 | -7 | -1 | -1 | 9
COc1ccc(OC)c(C2=NOC(C(=O)Nc3cccnc3)C2)c1 (stereo unspecified)
 : -9 | -3 | -7 | -2.6 | -5 | -10 | 3 | 3 | 3
COc1cccc(-c2ncc3ccccc3c2COC(=O)c2ccc(F)cc2)c1
 : 26 | -1 | 6 | -0.9 | 9 | 8 | 0 | 9 | 35
O=S(=O)(NC1CCCCC1N1CCN(c2cccc(Cl)c2)CC1)c1ccccc1 (stereo unspecified)
 : 27 | -8 | 14 | -1.7 | 6 | 15 | -2 | 38 | 10
Cc1ncc(C23CC4CC(CC(C4)C2)C3)[nH]1
 : 15 | -2 | -3 | -0.9 | -5 | 14 | 1 | -7 | 8
O=C(CSc1nnc(-c2ccc(S(=O)(=O)N3CCCC3)cc2)n1CC1CCCO1)NC1CC1 (stereo unspecified)
 : 2 | 1 | -5 | 2.9 | -5 | -6 | 0 | 3 | 3
CC(C)(C)C(=O)n1nc(-c2ccccc2)oc1=O
 : -2 | -1 | -11 | 1.4 | -16 | 1 | 0 | 10 | 6
O=C(NC(=S)Nc1ccc(Br)cc1)C1CCCCC1
 : -4 | -4 | 7 | 3.1 | -10 | -1 | -2 | 6 | -8
COc1ccc(S(=O)(=O)N2CCCOC2CNC(=O)C(=O)NCCc2ccco2)cc1 (stereo unspecified)
 : 11 | 0 | 2 | -0.9 | 1 | 5 | -4 | 16 | 7
CC1(c2nnc(-c3ccc(Cl)cc3)o2)CC(c2ccc(Cl)cc2)=NO1 (stereo unspecified)
 : 17 | -2 | -14 | 2.1 | -2 | 11 | -3 | 23 | 12
COc1ccc(CC(=O)NCc2ccc3c(c2)cc(C)n3C)cc1OC
 : 7 | -2 | -11 | -0.4 | -6 | -10 | 1 | 18 | 2
CCCNC(=O)c1ccc(COc2ccc(C)cc2)o1
 : 25 | -3 | 0 | 0.8 | -1 | -13 | -2 | 11 | 3
CCOC(=O)c1ccc(NC(=O)c2nccnc2C(=O)O)cc1
 : 8 | -2 | -11 | 1.1 | 4 | -60 | -5 | -10 | 1
Nc1nnnn1/N=C/c1ccccc1OCc1ccccc1
 : 7 | 0 | 8 | 0.8 | -4 | -3 | 2 | 14 | 14
Cc1cc2cc(CN(CC3CCCO3)C(=O)c3cnccn3)c(=O)[nH]c2cc1C (stereo unspecified)
 : 13 | -4 | 7 | -3.1 | -18 | 13 | -2 | 2 | -4
COc1cc(/C=C/C(=O)OCC(=O)NCc2ccc3c(c2)OCO3)cc(OC)c1OC
 : 24 | -4 | -4 | 4.1 | -6 | 4 | -2 | -10 | 12
COc1ccc(C2(C)NC(=O)NC2=O)cc1OC (stereo unspecified)
 : 10 | 2 | -5 | -2.1 | 0 | -5 | 2 | 4 | 10
O=C1CCCCCCC1Sc1ccccc1[N+](=O)[O-] (stereo unspecified)
 : 9 | -1 | 3 | -0.7 | -14 | 5 | -2 | 18 | 8
CCN(CC(=O)Nc1c(F)cccc1F)C(=O)CCC(=O)c1ccc(F)cc1
 : 21 | 0 | -7 | 2.0 | 0 | 29 | 0 | 15 | -5
O=C(NCCN1CCOCC1)c1ccc2c(c1)N(Cc1ccc(Cl)cc1)CCS2
 : 21 | 1 | -2 | 1.2 | 3 | -10 | -2 | 26 | 10
CN(C)S(=O)(=O)N1CCC(n2nccc2NC(=O)CCCc2ccccc2)CC1
 : 31 | -11 | -8 | -0.8 | 0 | 4 | -3 | 17 | 6
Cc1nn(-c2ccccn2)c2c1C(c1ccncc1)C1=C(CC(C)(C)CC1=O)N2 (stereo unspecified)
 : 7 | -2 | 1 | -2.3 | 4 | -6 | -1 | 17 | -4
CCNc1ccc(Br)cc(C(=O)/C=C/c2ccccc2Cl)c1=O
 : 15 | 1 | 0 | 0.7 | 4 | 1 | 4 | 27 | 36
COc1ccccc1C(=O)Nc1ccc(OCC(=O)N2C(C)CCCC2C)cc1 (stereo unspecified)
 : 4 | 2 | -10 | 3.1 | 2 | 0 | 0 | 24 | 4
Cc1ccc(-c2noc(CN(C(=O)C(c3ccccc3)c3ccccc3)C(C)C)n2)cc1
 : 14 | -1 | 31 | -0.8 | 4 | -8 | 2 | 16 | 18
CCOC(=O)C(C)On1c(-c2cccc(Cl)c2)nc2ccc([N+](=O)[O-])cc21 (stereo unspecified)
 : 2 | 1 | 22 | 2.5 | 5 | 0 | 3 | 27 | 8
Cc1nc(-c2ccc(Cl)cc2)sc1C1(C)CC(c2ccc(C#N)cc2)=NO1 (stereo unspecified)
 : 4 | 9 | 9 | 1.7 | -8 | -7 | -3 | 15 | -4
O=C(NCc1ccccc1)C1=C[C@@H](c2ccc3c(c2)OCO3)C[C@@H](OCCCCO)O1
 : -12 | 1 | 3 | 1.4 | -1 | 18 | 2 | 19 | 13
CC(Cc1ccccc1)C(=O)NCc1nc2ccccc2s1 (stereo unspecified)
 : 4 | -1 | -3 | 0.1 | -2 | 6 | 1 | 17 | 7
O=C(Nc1ccccc1)N1CCC(=S)Nc2ccccc21
 : -12 | -1 | -12 | 0.9 | -9 | 7 | -3 | -9 | 9
COc1cc(CCCN2CCNC[C@H]2Cc2ccc(O)cc2)cc(OC)c1OC
 : -12 | -1 | -6 | 0.9 | -2 | -3 | 1 | 0 | 13
Nc1ccc(C(=O)O)cc1[N+](=O)[O-]
 : -12 | -1 | 1 | 15 | 17 | 22 | -3 | -2 | 10
O=C(Nc1ccccn1)c1ccc(Cl)c(S(=O)(=O)N2CCc3ccccc32)c1
 : 29 | -2 | 13 | -0.5 | 2 | -6 | 0 | 39 | 16
Cc1ccc(Nc2nc(N)nc(COC(=O)C3=COCCO3)n2)cc1
 : -58 | -4 | -4 | 4.9 | 0 | 9 | 2 | 25 | 11
Cc1ccc2cccc(NC(=O)C(F)(F)F)c2n1
 : -10 | -4 | -4 | 2.3 | -6 | -12 | -1 | -8 | 15
COc1ccc(C(=O)Nc2ccccc2C(=O)NCCN2CCOCC2)cc1
 : -8 | 2 | -9 | 0.7 | 3 | 3 | -3 | 1 | 15
Cc1ccc(C(=O)CSc2nnc(COc3cc(C)cc(C)c3)o2)cc1
 : -2 | -4 | -2 | -2.2 | 2 | 0 | 0 | 0 | 4
CN=C(Nc1cc(C)nn1CCC#N)c1ccc(F)cc1
 : -19 | 0 | -17 | 0.0 | -4 | -10 | 3 | 0 | -12
COc1ccc(OC)c(C(=O)NC(CC(N)=O)c2ccc(N3CCN(c4ccccn4)CC3)c([N+](=O)[O-])c2)c1 (stereo unspecified)
 : 4 | -4 | 8 | 0.4 | 3 | -2 | 0 | 7 | 22
COc1cc(/C=C/C(=O)Nc2ccc(N3CCCCC3)c(S(=O)(=O)Nc3ccccc3Cl)c2)cc(OC)c1OC
 : 23 | 5 | 22 | 4.0 | 7 | -11 | -2 | 22 | 13
O=C(Nc1ccc(N2CCN(C(=O)c3ccco3)CC2)cc1)c1cccs1
 : 29 | -1 | 0 | 2.1 | -9 | 2 | -1 | 5 | -7
CCc1c(O)nc(SCC(=O)N2CCc3cc(OC)c(OC)cc3[C@@H]2C)[nH]c1=O
 : -10 | 0 | -6 | 4.4 | 2 | -79 | -1 | -5 | 0
COc1cc(NC2=CC(=O)CC(C)(C)C2)cc(OC)c1
 : 10 | -2 | 24 | -2.1 | -1 | 18 | -2 | 13 | -6
Cc1cc(C)cc(NC(=O)C2CCCN(c3nc(C)cc(C)n3)C2)c1 (stereo unspecified)
 : 6 | -4 | -5 | -1.9 | 7 | 13 | -1 | -7 | -1
O=C(NNC(=O)c1ccccc1Br)c1ccc(Cl)c(Cl)c1
 : -14 | -5 | -5 | -0.3 | 0 | -8 | 0 | 20 | -14
C=CCNc1nc2ccccc2nc1NS(=O)(=O)c1cccc(C)c1
 : -7 | -4 | -4 | 0.3 | -3 | -16 | -6 | 37 | 0
Cc1ccc(-c2nn[nH]n2)o1
 : 20 | -2 | -12 | 1.4 | -5 | 3 | -1 | 0 | 7
CCCC(=O)N1CCC(CCC(=O)NC2CC2)CC1
 : 14 | 0 | -5 | -0.5 | -5 | 19 | -5 | 12 | 7
CCOc1ccc2[nH]c(=O)c(CN(CCCO)S(=O)(=O)c3ccc(F)cc3)cc2c1
 : -3 | 0 | 1 | -0.8 | 1 | -2 | -2 | 10 | 12
COC(=O)c1ccc(NC(=O)CSc2nc3cccnc3n2C)cc1
 : 0 | -1 | -5 | 0.5 | -4 | -4 | -3 | -10 | 11
CCN1C(=O)CC(N2CCN(c3ccc(OC)cc3)CC2)C1=O (stereo unspecified)
 : 6 | -1 | -9 | -3.1 | 6 | -3 | 0 | -3 | 1
O=C(Cn1cnc2ccccc21)c1ccccc1
 : -15 | -4 | -14 | 3.8 | 2 | 3 | -4 | -11 | -3
O=S(=O)(Nc1ccc(N2CCOCC2)cc1)c1ccccc1
 : 8 | 3 | -8 | -0.7 | -10 | 3 | 1 | -8 | -7
COC(=O)c1ccccc1NC(=O)CSc1nnc(C(C)NC(=O)c2ccc(Cl)cc2Cl)n1C (stereo unspecified)
 : -7 | -1 | -4 | -0.6 | 11 | 15 | -1 | -5 | 9
NC(=O)CSc1ncc(-c2ccccc2)[nH]1
 : 13 | -4 | -11 | -0.9 | 8 | 6 | 3 | -9 | -4
CC(C)(NS(=O)(=O)OCC(Cl)(Cl)Cl)c1ccccc1
 : -11 | 1 | -10 | -0.1 | 21 | 9 | 1 | 36 | 12
O=c1c2ccccc2nc(/C=C/c2c[nH]c3ccccc23)n1-c1ccc([N+](=O)[O-])cc1
 : 14 | 0 | -24 | 6.4 | 5 | 2 | 2 | 8 | 19
O=C(CCn1c2c(c3ccccc31)CCCC2)NNC(=O)c1ccccc1[N+](=O)[O-]
 : -7 | 0 | -2 | 0.8 | -13 | 8 | 0 | 1 | 2

Three compounds already listed, sorted by their value in XBP1 UPR activ, rising:
canonical_smiles	Mdm2-MdmX inh	APJ agonist	EBI2 antag	CXCR6 inh	APJ antagonist	XBP1 UPR activ	CCR6 antag
COc1cc(/C=C/C(=O)Nc2ccc(N3CCCCC3)c(S(=O)(=O)Nc3ccccc3Cl)c2)cc(OC)c1OC	23	5	22	7	-11	-2	13
Cc1ccc2cccc(NC(=O)C(F)(F)F)c2n1	-10	-4	-4	-6	-12	-1	15
NC(=O)CSc1ncc(-c2ccccc2)[nH]1	13	-4	-11	8	6	3	-4
